Screening data deposited in PubChem by The Scripps Research Institute Molecular Screening Center.
Tn6 DDE FP: inhibitors of Tn6 peptide binding to human fibrin DD(E); P02675; Fibrin DD(E) TRITC-Tn6 fluorescence polarization displacement; inhibition, % at 8.3 µM; 0.21% of 370,000 active;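 active means inhibition above a per-campaign cutoff: mean of compounds within control limits plus 3 SD, cut at about 15% in these data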;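 further: 0% = median of all compound wells on the plate and 100% = blocking peptide control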
SIAE inh: inhibitors of human sialic acid acetylesterase SIAE; SIAE FP-Rh probe binding, fluorescence polarization; Q9HAT2; inhibition, % at 9.66 µM; 0.69% of 370,000 active;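 active means inhibition above a cutoff: mean of compounds within the control limits plus 3 SD of those, cut at about 17% in these data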;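 further: 0% = plate median of compound wells and 100% = probe without SIAE protein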
LEDGF integ inh: blocks HIV-1 LEDGF/p75-dependent DNA integration | TR-FRET IN-LEDGF/p75 DNA integration, Eu/Cy5 | inhibition, % at 3.7 µM | 0.64% of 370,000 active | AID 743269;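 active means inhibition above the screen-wide mean plus 3 SD, cut at about 13% in these data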;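 further: signal is the Cy5 over europium emission ratio at 671 and 618 nm; 0% = plate median of compound wells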
UHRF1 binding: UHRF1 methyl-DNA binding inhibition; UHRF1 binding to methylated oligo, TR-FRET; inhibition, % at 4.4 µM; 0.75% of 370,000 active; in the data active means inhibition above about 21%;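 further: UHRF1 SRA domain binding a hemimethylated CpG hairpin DNA probe; 0% = median of test compound wells and 100% = reference inhibitor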
proKLK7 act: activates the human kallikrein-7 zymogen | purified proKLK7, EDANS-DABCYL substrate fluorescence; 100% is mature enzyme control, 0% vehicle | activation, % at 7 µM | 0.9% of 370,000 active;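 active means activation above the mean of all tested compounds plus 3 SD, computed per campaign excluding outliers beyond control limits, cut at about 13% in these data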
Target sequence (P49862 whole entry, looked up): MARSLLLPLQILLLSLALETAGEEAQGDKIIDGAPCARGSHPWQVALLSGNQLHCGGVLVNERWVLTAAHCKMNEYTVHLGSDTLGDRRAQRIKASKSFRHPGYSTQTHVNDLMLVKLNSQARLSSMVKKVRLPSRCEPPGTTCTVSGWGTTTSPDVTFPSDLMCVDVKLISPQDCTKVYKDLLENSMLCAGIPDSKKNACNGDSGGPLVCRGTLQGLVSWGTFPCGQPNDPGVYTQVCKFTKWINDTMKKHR
TCR-CD3 inh: inhibitors of human TCR-CD3 interaction; TAMRA-labeled TCR probe fluorescence, biochemical; inhibition, % at 9.4 µM; 0.37% of 360,000 active; in the data active means inhibition above about 19%;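 further: recombinant mutant TCR 2C K166C tagged with TAMRA read by polarization; 0% = receptor in buffer alone and 100% = receptor with positive control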
DDE Tn7 FP inh: disrupts Tn7 cyclic peptide binding to fibrin D-Dimer-E complex. P02675. FP displacement of FITC-Tn7 peptide from fibrin DD(E); 0% = median of compound wells per plate. inhibition, % at 8.3 µM. 0.13% of 370,000 active;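 active means inhibition above the mean of compounds falling within the control limits plus 3 SD of them, cut at about 14% in these data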;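 further: 0% = plate median of compound wells and 100% = 10 µM Aha-Tn7 peptide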
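Test system: human clot-derived fibrin DD(E) complex / Quantity: 2 µM final DD(E) protein / Incubation: 10 min plus 3 h, room temperature / Measured by: fluorescence polarization / Benchmarks: high control of 10 µM Aha-Tn7 peptide / Replicates: singlicate testing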
MBD2 inh: blocks human MBD2 binding to methylated DNA. AID 686964. TR-FRET, MBD2 binding to methylated oligonucleotide. 0.31% of 370,000 active. inhibition, % at 4.4 µM. Q9UBB5; in the data active means inhibition above about 13%
PRMT1 FP inh: PRMT1 (human) inhibition, primary screen; inhibition, % at 2.79 µM; recombinant PRMT1, activity-based probe fluorescence polarization; 1.3% of 370,000 active;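 active means inhibition above about 21% made by adding two undisclosed values, limit read from the data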
Target sequence (Q99873 whole entry, looked up): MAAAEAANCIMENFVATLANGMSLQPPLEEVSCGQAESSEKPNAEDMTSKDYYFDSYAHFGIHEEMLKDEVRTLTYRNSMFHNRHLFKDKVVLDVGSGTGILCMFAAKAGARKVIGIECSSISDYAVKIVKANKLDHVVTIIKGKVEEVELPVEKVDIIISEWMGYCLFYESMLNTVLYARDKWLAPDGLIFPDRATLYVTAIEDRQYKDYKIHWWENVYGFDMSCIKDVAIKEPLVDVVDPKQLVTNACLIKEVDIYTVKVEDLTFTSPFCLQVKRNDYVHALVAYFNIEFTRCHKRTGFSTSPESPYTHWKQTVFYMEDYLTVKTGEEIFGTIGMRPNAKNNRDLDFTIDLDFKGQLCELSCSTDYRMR
TDP2 absorb: blocks human TDP2 phosphodiesterase activity | 0.34% of 370,000 active | inhibition, % at 12.8 µM | recombinant TDP2, T5PNP hydrolysis, p-nitrophenol absorbance 415 nm;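 active means inhibition above the mean of all tested compounds plus 3 SD, set per campaign, cut at about 25% in these data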;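 further: 0% = DMSO with enzyme and 100% = buffer with substrate but no TDP2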
Target sequence (O95551 whole entry, looked up): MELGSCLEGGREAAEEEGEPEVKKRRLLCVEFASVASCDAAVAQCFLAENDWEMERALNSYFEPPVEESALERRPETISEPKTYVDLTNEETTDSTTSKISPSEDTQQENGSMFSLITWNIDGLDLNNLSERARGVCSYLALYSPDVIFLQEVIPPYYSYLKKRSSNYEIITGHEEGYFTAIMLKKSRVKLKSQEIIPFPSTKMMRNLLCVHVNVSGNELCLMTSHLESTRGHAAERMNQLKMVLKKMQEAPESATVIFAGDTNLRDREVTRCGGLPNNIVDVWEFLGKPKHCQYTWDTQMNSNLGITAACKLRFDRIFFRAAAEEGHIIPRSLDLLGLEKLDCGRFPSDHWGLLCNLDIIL
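Material: recombinant human TDP2; quantity: TDP2 enzyme at 120 nM final; medium: Tris-HCl pH 7.5 with MgCl2; compound: single concentration, 12.8 µM nominal, with 1% DMSO; incubation: 2 h enzyme incubation at 37 °C; signal: epi absorbance; measure: percent inhibition; benchmarks: high control without enzyme, low control DMSO plus TDP2; repeats: singlicate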
Active calls of the source: *. Outcome played no part in choosing rows; any-hit rate near 4.6%.

Tn6 DDE FP,SIAE inh,LEDGF integ inh,UHRF1 binding,proKLK7 act,TCR-CD3 inh,DDE Tn7 FP inh,MBD2 inh,PRMT1 FP inh,TDP2 absorb,structure
2,-1,0,0,-0.5,-5,-10,-1,-1,5,CCN1C(=O)C2C(C1=O)N1C(c3ccccc3)C3C(=O)N(CC)C(=O)C3N1C2c1ccccc1 (centres undefined)
-8,-1,-6,1,0.0,6,-3,1,1,1,CN(C)C(=S)Oc1ccccc1C1SCCS1
-3,4,-6,1,-0.4,-6,4,-2,1,-13,Cc1ccc2nc(SCC(=O)Nc3cccc4ccccc34)nc(=O)n2c1
0,-1,-2,-2,-0.9,2,-7,-3,-1,1,CCOc1ccc2nc(SC(C)C(N)=O)[nH]c2c1 (centres undefined)
-6,-18,3,-3,1.9,7,-2,0,-2,1,C=CCn1c(=NC(=O)c2cccc(N3C(=O)CCC3=O)c2)sc2cccc(OC)c21
-2,-4,4,3,-0.5,-3,4,2,-1,0,Cc1ccc(CN2CCN(Cc3cccc(OCCO)c3)CC2CCO)o1 (centres undefined)
0,-2,0,5,0.6,-4,2,0,3,9,CCOC(=O)C1CCN(C(=O)C2CC(=O)N(c3ccc(C)cc3)C2)CC1 (centres undefined)
0,2,-2,1,0.7,0,-5,1,2,11,C=CCNC(=O)C1CC2Cn3c(nc4ccccc43)C2N1C (centres undefined)
3,-6,0,2,0.2,8,5,-2,-3,-7,CC(C)Oc1ccc(S(=O)(=O)N2CCCCC2)cc1NC(=O)CN1C(=O)NC(C)(c2ccccc2)C1=O (centres undefined)
0,-4,-3,0,4.8,-10,1,6,2,-9,CN1CCN(C(=O)c2ccc3nc(-c4ccccc4)c(-c4ccccc4)nc3c2)CC1
1,3,5,-2,0.2,-1,-5,-8,1,-13,CCC1Oc2ccc(C)cc2N(CC(=O)N(Cc2ccc3c(c2)OCO3)CC2CCCO2)C1=O (centres undefined)
-1,-4,-5,1,0.2,-6,3,0,3,-11,Cc1cc(NC(=O)CCC(=O)N(Cc2cccnc2)C(C(=O)NC(C)(C)C)c2ccccc2Cl)no1 (centres undefined)
11,-6,0,-3,-0.4,7,-1,-6,-1,8,Cn1c(C(=O)N2CCN(c3ccc(Cl)cc3)CC2)cc2c(=O)[nH]c3ccccc3c21
-13,-6,1,2,0.5,-4,3,0,2,5,C[C@@H](NC(=O)c1nc[nH]c1C(=O)NCCCCCNC(=O)OC(C)(C)C)c1ccccc1
0,10,-1,1,-0.4,-9,6,3,0,6,CCN(CC)CC(=O)N(CC(=O)Nc1c(C)cc(C)cc1C)C1CCCCC1

Tn6 DDE FP,SIAE inh,LEDGF integ inh,UHRF1 binding,proKLK7 act,TCR-CD3 inh,DDE Tn7 FP inh,MBD2 inh,PRMT1 FP inh,TDP2 absorb,structure
7,4,-3,0,-0.1,10,6,-3,-6,8,CCN(CC)CCNC(=O)Cn1nc(Cc2ccncc2)c2ccccc2c1=O
-1,-2,-1,1,0.5,-4,-6,6,0,-2,C[C@@H]1CC=C[C@H]2[C@H]1C(=O)N(Cc1ccccc1)[C@H]2c1ccc(Br)cc1F
0,2,1,1,-0.3,9,-2,-7,-1,8,O=C(Cn1nc(-c2ccccc2)ccc1=O)NCc1ccc2c(c1)OCO2
0,1,-3,2,0.5,-3,2,-3,-5,4,O=C(Nc1ccccc1N1CCOCC1)c1cc(F)cc(F)c1
-9,-2,-5,0,0.1,2,2,-4,-1,12,COc1ccccc1NC(=O)Nc1nc(CC(=O)NC2CCCC2)cs1
2,5,1,-2,0.1,4,1,2,-2,6,NC(=O)c1cc(S(=O)(=O)NCCc2ccccc2)cs1
5,-3,-2,2,-0.4,-8,-3,0,5,-5,CCCNC(=O)COc1ncnc2sccc12
10,10,0,1,0.0,6,-3,0,-1,10,CCCCn1c(N)c(N(CC)C(=O)C2=COCCO2)c(=O)[nH]c1=O
5,-3,1,0,0.3,11,7,-1,2,9,O=C(NCC(c1ccco1)N1CCc2ccccc2C1)c1ccccc1Cl (centres undefined)
-10,-2,0,-1,-0.4,0,7,-5,0,0,CCCC(=O)Nc1cccn(Cc2ccccc2Br)c1=O
-4,4,2,-2,-0.2,1,0,0,-5,-5,CN(C)c1ccc(N2C(=NC(=O)CCC3CCCC3)SC3CS(=O)(=O)CC32)cc1 (centres undefined)
3,4,1,-1,0.2,8,6,-3,-5,4,COc1cccc(/C=N/NC(=O)CSc2nnc(C)n2-c2ccccc2)c1OC
-2,2,-4,3,-0.7,-1,-1,1,2,9,COc1ccc(CNC(=S)NC2CCCC2)cc1
-32,13,4,2,-0.7,7,-1,-1,1,0,COc1cc(C=NNc2ccc(S(=O)(=O)Nc3ccccc3C(=O)O)cc2[N+](=O)[O-])ccc1O
-4,-2,-1,0,0.3,3,-1,-6,-1,1,OCc1nnn(-c2ccccc2)c1CO

Tn6 DDE FP,SIAE inh,LEDGF integ inh,UHRF1 binding,proKLK7 act,TCR-CD3 inh,DDE Tn7 FP inh,MBD2 inh,PRMT1 FP inh,TDP2 absorb,structure
0,0,-1,3,0.3,-3,3,-1,3,-9,C=CC[C@@H](Cc1ccc(F)cc1)C(=O)OC[C@H]1CCCN1C(=O)[C@@H](CC=C)CC(=O)N(CCO)Cc1ccccc1
2,-9,-10,2,-0.3,0,-2,7,1,-7,O=C(NNC(=O)C(c1ccccc1)c1ccccc1)c1ccccn1
0,-3,3,0,0.5,2,1,1,4,11,CC(C)(C)NC(=O)C(c1ccc(F)cc1)N(CC1CCCO1)C(=O)c1csnn1 (centres undefined)
1,2,4,0,-0.3,6,3,-4,-2,17,CC(=O)N1N=C(c2cccc(O)c2)CC1c1cccs1 (centres undefined)
-2,-5,1,0,0.2,0,-2,2,1,4,OC(c1cc(F)cc(Cl)c1)c1ncc(-c2ccccc2Cl)[nH]1 (centres undefined)
3,-4,-1,1,0.3,8,5,-3,1,-4,Cc1ccc(S(=O)(=O)c2nc(S(C)(=O)=O)sc2N(C)C)cc1
8,-2,-1,1,0.2,3,2,0,-2,5,CCNC(=O)c1ccc(C23CC4CC(CC(C4)C2)C3)o1
0,-9,-1,-2,0.3,4,7,-7,-2,-5,Cc1noc(C)c1C(=O)Nc1nc(-c2cc(F)ccc2F)cs1
2,-17,0,1,0.4,1,2,2,1,-3,Cc1nnc(SCC(=O)Nc2cc(-c3cc(C)c(C)cc3C)nn2-c2ccccc2)s1
-6,10,1,-1,-0.3,-4,-2,-5,0,21,O=C(CCS(=O)(=O)c1ccccc1)N1CCN(c2ccccc2F)CC1
4,-5,4,7,0.3,-7,-1,10,3,-8,CCOC(=O)Cn1nnc(-c2ccc(SC)cc2)n1
-13,1,2,23*,-0.1,-5,3,17*,10,-7,Cc1c(C(N)=O)cc([N+](=O)[O-])cc1[N+](=O)[O-]
2,-1,1,1,-0.8,-1,7,4,1,3,C[C@H](CO)N1C[C@H](C)[C@@H](CN(C)C)Oc2c(NC(=O)C3CC3)cccc2C1=O
-11,-3,3,2,0.0,-1,0,1,5,-20,COc1ccc(/C=N/Nc2ccc([N+](=O)[O-])cc2)cc1O
4,-5,0,0,-1.1,0,5,3,2,6,COc1cc(/C=C2/C(=N)N3N=C(CC(=O)N4CCOCC4)SC3=NC2=O)ccc1OCc1ccccc1

Part of the list above, reduced to TDP2 absorb and PRMT1 FP inh:
| compound | TDP2 absorb | PRMT1 FP inh |
| --- | --- | --- |
| C[C@H](CO)N1C[C@H](C)[C@@H](CN(C)C)Oc2c(NC(=O)C3CC3)cccc2C1=O | 3 | 1 |
| COc1ccc(/C=N/Nc2ccc([N+](=O)[O-])cc2)cc1O | -20 | 5 |

Additional results
Tn6 DDE FP,SIAE inh,LEDGF integ inh,UHRF1 binding,proKLK7 act,TCR-CD3 inh,DDE Tn7 FP inh,MBD2 inh,PRMT1 FP inh,TDP2 absorb,structure
-4,0,-6,2,5.6,8,12,-4,14,0,O=C1CCC/C(=N\NC(=O)COc2ccc(Cl)cc2)C1
9,-4,4,-1,-0.1,10,2,2,0,22,O=C(CCCN=C1NS(=O)(=O)c2ccccc21)OCC(=O)c1ccc(Br)cc1
-6,-4,-4,2,-0.3,3,-4,-3,-2,-12,COc1ccc(C(O)c2nc3ccccc3n2C(C)C)cc1 (centres undefined)
3,2,3,1,-0.3,-2,2,-6,2,-9,Cc1ccc(S(=O)(=O)NC(=O)NC(C)(C)C)cc1
-2,7,2,-2,2.3,-6,2,-1,6,-1,Cc1c(=O)n(OCc2cccc(F)c2)c2ccccc2[n+]1[O-]
1,3,-1,3,0.4,2,6,0,5,11,c1cnc2c(-c3cccc4nccn34)cccc2c1
-6,1,-2,0,0.4,1,-6,3,0,1,CCCS(=O)(=O)N1CCC(C(=O)N2CCOCC2)CC1

Grouped by structure: those above containing fluorine (eight)
Tn6 DDE FP,SIAE inh,LEDGF integ inh,UHRF1 binding,proKLK7 act,TCR-CD3 inh,DDE Tn7 FP inh,MBD2 inh,PRMT1 FP inh,TDP2 absorb,structure
-1,-2,-1,1,0.5,-4,-6,6,0,-2,C[C@@H]1CC=C[C@H]2[C@H]1C(=O)N(Cc1ccccc1)[C@H]2c1ccc(Br)cc1F
0,1,-3,2,0.5,-3,2,-3,-5,4,O=C(Nc1ccccc1N1CCOCC1)c1cc(F)cc(F)c1
0,0,-1,3,0.3,-3,3,-1,3,-9,C=CC[C@@H](Cc1ccc(F)cc1)C(=O)OC[C@H]1CCCN1C(=O)[C@@H](CC=C)CC(=O)N(CCO)Cc1ccccc1
0,-3,3,0,0.5,2,1,1,4,11,CC(C)(C)NC(=O)C(c1ccc(F)cc1)N(CC1CCCO1)C(=O)c1csnn1 (centres undefined)
-2,-5,1,0,0.2,0,-2,2,1,4,OC(c1cc(F)cc(Cl)c1)c1ncc(-c2ccccc2Cl)[nH]1 (centres undefined)
0,-9,-1,-2,0.3,4,7,-7,-2,-5,Cc1noc(C)c1C(=O)Nc1nc(-c2cc(F)ccc2F)cs1
-6,10,1,-1,-0.3,-4,-2,-5,0,21,O=C(CCS(=O)(=O)c1ccccc1)N1CCN(c2ccccc2F)CC1
-2,7,2,-2,2.3,-6,2,-1,6,-1,Cc1c(=O)n(OCc2cccc(F)c2)c2ccccc2[n+]1[O-]
